# TGFb SMAD3 inh: blocks TGF-b signaling; HepG2 CAGA-GFP TGF-b/SMAD3 reporter, GFP fluorescence, 18 h; TGF-beta stimulated, 500 pg/mL final; Potency, µM (top dose mostly 46.1 µM), for the others: at the highest dose activity, negative = inhibition, most hits filed as inhibitors; 410,000 tested, 1.2% active; further: potency means the concentration at half of the fitted maximal effect; on the % scale 0 is the no-effect control and ±100 the full control effect; nearly all actives have a fitted effect of over 65% in size
#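 Using HEPG2 CAGA-GFP reporter cells at 1000 cells/well, we pinned test compounds, stimulated with recombinant TGF-beta (500 pg/mL final) and measured total well GFP after 18 h.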
# Nrf2 block: inhibitors of Nrf2 signaling. Potency, µM (doses to about 46 µM), inactives show at the top dose activity change, negative = inhibition, actives largely listed as inhibitors. AID 504444. A549 ARE-Fluc reporter, luciferase luminescence, 18-24 h. 360,000 tested, 2.1% active; further: potency means the concentration at half of the fitted maximal effect; on the % scale 0 is the no-effect control and ±100 the full control effect; nearly all actives have a fitted effect of over 60% in size
#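 Quantitative HTS in A549 cells stably bearing an antioxidant response element-firefly luciferase construct. Inhibition of Nrf2-driven transcription was scored by luminescence after 18-24 h of compound exposure at 37 °C.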
# pAkt inh: inhibitors of Akt phosphorylation. Neuro2A IGF-stimulated pAkt S473 HTRF, 20 min; hits give low values. activity change, % for hits at 50 µM. 360,000 tested, 0.32% active; in the data active means activity change below about -80%; inconclusive means mostly about -51% to -80%; further: on the % scale 0 is the no-effect control and ±100 the full control effect
#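 Neuro2A cells in DMEM with 0.5% FBS, overnight at 37 deg C, given compound at single 50 µM final, then IGF (6 nM final) for 20 min at 37 deg C. Lysed; phospho-Akt Ser473 by HTRF after 24 h, 665/615 ratio.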
# HepG2 viability: kills HepG2 cells in TGF-b inhibitor counter-screen; Potency, µM (top dose mostly 46.1 µM), inactives show top-dose activity change, negative = cytotoxicity, usual class: cytotoxic; 410,000 tested, 0.76% active; HepG2 CAGA-GFP viability, ATP luminescence, 18 h; further: potency means the concentration at half of the fitted maximal effect; some results filed as inactive show a strong effect at the top dose
#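 CellTiter-Glo luminescence gave cytotoxicity after 18 hours at 37 degrees C. The cells were HepG2 CAGA-GFP in 1% FBS DMEM, stimulated with 500 pg/mL TGF-beta after compound addition. %Activity was normalised to no-cell wells (complete cell-killing) and DMSO (no toxicity), and curves were fitted and classified.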
# CCT modulator: changes cytosolic chaperonin activity. purified chaperonin ATPase assay, HTRF ADP detection, 30 min. activity change, % (no concentration beside the values), hits read low. 360,000 tested, 0.3% active. AID 651819; in the data active means activity change below about -30%; further: on the % scale 0 is the no-effect control and ±100 the full control effect
#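 Enzyme 40 or 20 nM (batch-dependent) in Tris pH 7.4/KCl/MgCl2/DTT; cpd 76 uM single point; ATP 10 uM; 30 min 37 °C; Transcreener ADP HTRF detection, 30 min RT; ratio 665/615.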
# Mm-Cpn inhibitor: inhibitors of Methanococcus maripaludis chaperonin (MmCpn); purified Mm-Cpn ATPase, ADP Transcreener TR-FRET; 330,000 tested, 0.031% active; Potency, µM (series often up to 76.9 µM), for inactives: top-dose activity, negative = inhibition, usual class: inhibitors; AID 504842; further: potency means the concentration at half of the fitted maximal effect; on the % scale 0 is the no-effect control and ±100 the full control effect; nearly all actives have a fitted effect of over 80% in size
#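 TR-FRET (320 nm excitation; 590 and 665 nm emission) reports ADP made from 10 uM ATP by 25 nM enzyme; compounds were preincubated 10 min, reaction run 30 min, both at 37°C.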
# Abeta yeast res: compounds reversing amyloid beta toxicity in yeast; yeast expressing A-beta42, growth rescue, OD600, 48 h; response scale: 0% DMSO, 100% iron-clioquinol control; Potency, µM (doses to about 46.1 µM), inactives show at the highest dose growth rescue, usual class: activators; 410,000 tested, 0.063% active; AID 1347071; further: potency means the concentration at half of the fitted maximal effect; nearly all actives have a fitted effect of over 55% in size
#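 Growth rescue measured by 600 nm absorbance after 48 h yeast culture at 30 C with compound. Values normalized between DMSO and an equimolar ferric chloride plus clioquinol control.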
# A549 tox: kills or reduces viability of A549 cells in Nrf2 counter-screen. A549 ARE-Fluc cells, CellTiter-Fluor viability, 18-24 h. Potency, µM (doses to about 46 µM), inactives show top-dose activity change, negative = cytotoxicity, actives largely listed as inhibitors. 390,000 tested, 0.16% active; further: potency means the concentration at half of the fitted maximal effect; on the % scale 0 is the no-effect control and ±100 the full control effect
#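 A549 ARE_Fluc cells in 5% FBS OPTI-MEM were exposed to compounds in concentration-response for 18-24 h at 37 deg C. Viability was read by CellTiter-Fluor fluorescence (Ex 405/Em 525) after 30 min, before the luciferase read.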
# Nrf2 ARE act: activators of Nrf2 (ARE) signaling. AREc32 ARE-luciferase reporter (MCF7-derived line), luminescence, 24 h. Potency, µM (series often up to 46.1 µM), for inactives: at the top dose activation, actives largely listed as activators. 410,000 tested, 0.31% active. AID 624171; further: potency means the concentration at half of the fitted maximal effect; % of control where 0% means no effect; nearly all actives have a fitted effect of over 65% in size
#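 Nrf2 activation is followed as ARE-luciferase induction in the AREc32 line after one day of compound treatment; luminescence is read with Steady-Glo.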
# Active calls of the source: *; i = inactive; ? = inconclusive; . = no result given; [ ] = remark or other dose. Unless noted, the call rests on the fitted dose curve; in most records, active means well fitted curve in the direction sought with a large enough effect; inconclusive means small, poorly fitted or top-dose-only effect, or another doubt; inactive means no such curve, though single readings can be large; an effect the other way counts as inactive or inconclusive.
compound,A549 tox,Mm-Cpn inhibitor,HepG2 viability,pAkt inh,Nrf2 ARE act,Abeta yeast res,Nrf2 block,TGFb SMAD3 inh,CCT modulator
C[N+]1(C)CCCC(OC(=O)C(O)(c2ccccc2)c2ccccc2)C1 (stereo not given),-4%,.,4%,i,-0.1%,-10%,9%,-9%,-0.5
COc1ccc(C2C(=O)N(C3CCCCCC3)CC(=O)N2Cc2ccc(C)cc2)cc1 (stereo not given),3%,.,0%,.,-0.8%,1%,.,-10%,.
COc1ccc(CNC(=O)C2CCN(S(=O)(=O)N3CCCC3)CC2)cc1,0%,-3%,13%,i,0.5%,2%,12%,5%,-2.4
COCC(=O)OCC(=O)N1N=C(c2ccc(Cl)cc2)CC1c1ccco1 (stereo not given),0%,-7%,-15%,i,2.5%,-4%,-1%,?,0.7
CCOC(=O)Cc1nn2c(=O)cc(C)nc2s1,10%,-2%,0%,i,-0.5%,2%[9.22 µM],.,41%[activator],-0.4
COc1ccc(-n2nc(C(=O)NCC(=O)Nc3cccc(Cl)c3)c3ccccc3c2=O)cc1OC,-18%,0%,-40%,i,0.3%,-8%,15µM*,-24%,-0.7
CC1CN(C(=O)c2cccc(S(=O)(=O)N3CCN(c4ccccc4)CC3)c2)CC(C)O1 (stereo not given),2%,-1%,3%,i,0.0%,-50%[inhibitor],-20%,-7%,-3.4
C=CCN(c1ccc(OC)cc1)S(=O)(=O)c1ccc(Cl)c(C(=O)OCC(=O)NC2CC2)c1,0%,2%,-22%,i,-0.7%,-24%,6%,-5%,0.5
Clc1ccc(CSc2nnc(/C=C/c3ccccc3)o2)c(Cl)c1,-1%,1%,9%,i,3.2%,21%[9.22 µM],.,7%,2.7
Cc1ccc2nc(-c3ccc(Cl)c(NC(=O)c4ccc(Br)o4)c3)oc2c1,11%,.,0%,.,4.0%,0%,?,-11%,.
CCOC(=O)N1CCN(CC(=O)Nc2nc3ccccc3s2)CC1,3%,2%,-17%,i,0.7%,2%,-23%,-16%,-3.5
O=[N+]([O-])/C=C/c1cn(Cc2ccc(F)cc2)c2ccccc12,?,-11%,-59%,i,-2.2%,4%,-29%,7.9µM*,-2.0
O=c1n(Cc2ccc(F)cc2)c2ccccc2c2nc(-c3ccccc3)nn12,0%,.,-14%,.,0.1%,-13%,-3%,-10%,.
Cc1ccc2c(CC(=O)N(CC3CCCO3)c3c(N)n(Cc4ccccc4)c(=O)[nH]c3=O)coc2c1 (stereo not given),-11%,-1%,0%,i,-1.0%,3%,14%,-6%,-1.6
O=C(O)C1=C(C(=O)Nc2cc(C(F)(F)F)ccc2Cl)CCCC1,1%,-1%,8%,i,0.2%,3%,10%,-1%,0.1
C=CCNC(=O)c1n[nH]c2c1CC(C(C)(C)CC)CC2 (stereo not given),-6%,-1%,-6%,i,-0.5%,-2%,?,?,0.5
CC(C)C[C@@]12C(=O)N(c3cccc(F)c3)C(=O)N1[C@H](c1ccc(Br)cc1)[C@@H]1C(=O)N(C(C)(C)C)C(=O)[C@@H]12,-10%,0%,-11%,i,0.8%,-5%,-7%,0%,0.3
CC(C)N1CCC(N2CCN(Cc3ccc(Oc4ncccn4)cc3)CC2CCO)CC1 (stereo not given),-4%,4%,7%,i,0.2%,1%,6%,-22%,-0.6
Cc1cc([N+](=O)[O-])nn1Cc1ccc(C(=O)N/N=C/c2ccccc2)cc1,7%,1%,-65%,i,3.1%,9%,4%,-17%,-4.1
Cc1cc(C(=O)N/N=C/c2ccc(O)c(O)c2O)c(C)n1-c1ccccc1,-12%,2%,-25%,i,-0.9%,-11%,?,-5%,1.8

# Fetched one by one from the list above:
compound,A549 tox,Mm-Cpn inhibitor,HepG2 viability,pAkt inh,Nrf2 ARE act,Abeta yeast res,Nrf2 block,TGFb SMAD3 inh,CCT modulator
COc1ccc(-n2nc(C(=O)NCC(=O)Nc3cccc(Cl)c3)c3ccccc3c2=O)cc1OC,-18%,0%,-40%,i,0.3%,-8%,15µM*,-24%,-0.7
CCOC(=O)Cc1nn2c(=O)cc(C)nc2s1,10%,-2%,0%,i,-0.5%,2%[9.22 µM],.,41%[activator],-0.4
COCC(=O)OCC(=O)N1N=C(c2ccc(Cl)cc2)CC1c1ccco1 (stereo not given),0%,-7%,-15%,i,2.5%,-4%,-1%,?,0.7
Cc1ccc2c(CC(=O)N(CC3CCCO3)c3c(N)n(Cc4ccccc4)c(=O)[nH]c3=O)coc2c1 (stereo not given),-11%,-1%,0%,i,-1.0%,3%,14%,-6%,-1.6

# (further entries)
compound,A549 tox,Mm-Cpn inhibitor,HepG2 viability,pAkt inh,Nrf2 ARE act,Abeta yeast res,Nrf2 block,TGFb SMAD3 inh,CCT modulator
C/C(=N/NS(=O)(=O)c1ccccc1)c1c[nH]c2ccccc12,7%,-4%,-1%,i,-1.0%,17%,-17%,-9%,0.4
CCCC(NS(=O)(=O)c1ccc(Br)cc1)C(=O)O (stereo not given),2%,-2%,0%,i,0.0%,-8%,9%,-24%,-2.7
Cc1ccc(-c2nc3cccnc3s2)cc1NC(=O)C1c2ccccc2Oc2ccccc21,-6%,-3%,-5%,i,5.1%,9%,9%,1%,1.0
O=C(O)c1ccc([N+](=O)[O-])cc1,2%,.,13%,i,0.2%,9%,-8%,15%,-0.3
CCN(CC)C(c1ccc(F)cc1)c1nnnn1C1CCCCC1 (stereo not given),-8%,-2%,-2%,.,-0.4%,5%,3%,-10%,0.7
Cc1ccc(NC(=O)c2cnc(SCC(=O)N3CCOCC3)n(C)c2=O)cc1C,1%,.,-20%,.,-0.1%,-5%,.,-25%,.
COc1ccccc1N1CCN(c2ccc(-c3nc(-c4ccccc4C)no3)cc2[N+](=O)[O-])CC1,8%,.,-1%,.,0.8%,-8%,-4%,-30%,.
COc1ccc(CN=C2Nc3ccccc3CS2)cc1,-21%,1%,-27%,.,0.5%,9%,?,?,-0.5
CCc1nccn1CCC(=O)NC1CC(C)(C)Cc2c1cnn2-c1ccc(C)cc1 (stereo not given),-8%,3%,15%,i,-0.5%,2%,-14%,-6%,-2.1
COc1ccc(NC2CCCN(C(=O)CCCn3cncn3)C2)cc1OC (stereo not given),3%,-5%,0%,i,0.0%,0%,-9%,-2%,-0.6
ON=C1/C(=N\O)CC2(C/C1=N/O)OCCO2,-5%,4%,-7%,.,-0.3%,18%,?,-2%,-0.3
CC(C)N(C=O)C1(C(=O)NC2CCCCC2)CCCCC1,4%,1%,0%,i,-0.1%,-1%,?,10%,-0.5
CN1Cc2c(N3CCOCC3)nc(SCCC#N)c(C#N)c2CC1(C)C,0%,0%,11%,i,-0.4%,5%,-10%,3%,-2.8
Cc1ccc(C)c(NC(=O)c2cc3ccccc3o2)c1,17%,-3%,3%,i,18%,?,?,7%,-1.8
CC(C)NC(=S)Nc1ccc2cn[nH]c2c1,-3%,3%,6%,i,-0.9%,-6%,9%,?,0.3
CCN(CC)CCN1C(=O)c2ccccc2NC1c1ccc(C)cc1 (stereo not given),3%,0%,-19%,i,-0.2%,11%,1%,?,0.4
CCCCN(Cc1cc2cc(C)ccc2[nH]c1=O)C(=O)c1ccccn1,2%,2%,20%,i,-0.6%,11%,?,11%,-0.7
CCOC(=O)N1CCN(C(=O)c2cc3c(-c4cccc(OC)c4)nn(C)c3s2)CC1,1%,1%,-6%,i,3.3%,8%,?,-13%,0.8
COc1cc(-n2c(=O)c3ccccc3n(Cc3cccc(F)c3)c2=O)cc(OC)c1OC,-2%,0%,-9%,i,-0.2%,-1%,10%,-1%,-0.5
CC(C)(C)c1ccc(C(=O)NC(=O)CSc2n[nH]c(N)n2)cc1,2%,0%,0%,i,2.3%,-6%,7%,0%,3.3
CCOc1cccc(CN2CCN(CCCc3ccccc3)C(CCO)C2)c1O (stereo not given),-1%,1%,-20%,i,3.2%,0%,-11%,?,1.8
Cc1nc2ccc(NC(=O)/C=C/C(=O)O)cc2nc1C,-9%,1%,-4%,i,0.1%,13%,16%,-24%,1.5
O=C(Nc1nc(=O)n(C(=O)c2cccc(C(F)(F)F)c2)s1)c1ccccc1,-1%,0%,4%,i,4.5%,18%,5%,1%,1.0
O=S(=O)(NCc1ccccc1)c1cccc2cccnc12,1%,0%,1%,i,-0.4%,3%,-10%,0%,-2.9
C/C(CCc1ccco1)=N/NC(=O)CCC(=O)Nc1cccc(Cl)c1,-7%,-2%,-10%,i,2.8%,10%,5%,-13%,-4.0
COC(=O)[C@H](Cc1ccccc1)NC(=O)Cn1cnc(C(=O)Nc2ccc(C)c(C)c2)n1,10%,-1%,-11%,i,5.6%,-2%,7%,-4%,-2.3
Cc1ccc(C)c(NC(=S)N(Cc2ccc(Cl)cc2)Cc2ccc(C(=O)O)cc2)c1,2%,3%,-3%,i,2.3%,-9%,-20%,-2%,-0.5
Cn1c(SCC(=O)Nc2ccccc2O)nnc1-c1ccco1,-7%,-1%,12%,i,?,8%,10%,4%,-4.2
C[C@@H]1CN([C@@H](C)CO)C(=O)c2cc(NC(=O)CCC(F)(F)F)ccc2O[C@H]1CN(C)Cc1ccc(Cl)c(Cl)c1,?,0%,-85%,i,-3.8%,-7%,?,13µM*,1.0
Cc1nc(NC(=O)c2cccs2)ccc1Br,3%,1%,-6%,i,16µM*,-75%[inhibitor],?,-16%,-2.5
COCc1cc(C)nc2sc3c(=O)n(-c4ccccc4C(F)(F)F)nnc3c12,2%,.,0%,.,-0.7%,-14%,.,4%,.

# High-throughput results: PubChem, National Center for Advancing Translational Sciences (NCATS)

# The order is random; any-hit rate near 4.3%.
